STK33 inh: inhibitors of human STK33 kinase; Q9BYT3; purified STK33, MBP phosphorylation, ADP-Glo luminescence; inhibition, % at 10 µM; 0.073% of 320,000 active;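 active = inhibition at or above 25%, using the most active replicate where run in duplicate; inactive = inhibition below 25%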
Target sequence (Q9BYT3 whole entry, looked up): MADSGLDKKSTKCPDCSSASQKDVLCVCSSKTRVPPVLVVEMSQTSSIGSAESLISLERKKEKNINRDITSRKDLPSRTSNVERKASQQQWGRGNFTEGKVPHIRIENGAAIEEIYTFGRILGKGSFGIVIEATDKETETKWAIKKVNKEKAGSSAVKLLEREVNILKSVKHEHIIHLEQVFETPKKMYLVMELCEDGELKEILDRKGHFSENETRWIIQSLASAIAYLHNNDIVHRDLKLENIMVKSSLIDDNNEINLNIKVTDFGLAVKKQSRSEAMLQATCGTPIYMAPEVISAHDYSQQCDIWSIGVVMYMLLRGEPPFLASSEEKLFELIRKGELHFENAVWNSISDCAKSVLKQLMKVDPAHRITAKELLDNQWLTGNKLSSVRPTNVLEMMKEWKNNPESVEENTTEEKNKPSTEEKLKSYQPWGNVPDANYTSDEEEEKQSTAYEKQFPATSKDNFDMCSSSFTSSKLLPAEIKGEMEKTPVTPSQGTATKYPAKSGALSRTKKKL
OX1R antag-1: blocks the human orexin 1 receptor; O43613; CHO/OX1R cells, Fluo-8 calcium fluorescence, orexin A; inhibition, % at 5 µM; 0.43% of 330,000 active; AID 434989;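 active = inhibition above its plate's threshold, mean inhibition of all tested compounds on the plate plus 3 SD, cut at about 37% in these data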;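 also: 0% = orexin A challenge wells and 100% = SB-334867-A antagonist wells; not every result past the cut was called active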
Target sequence (O43613 whole entry, looked up): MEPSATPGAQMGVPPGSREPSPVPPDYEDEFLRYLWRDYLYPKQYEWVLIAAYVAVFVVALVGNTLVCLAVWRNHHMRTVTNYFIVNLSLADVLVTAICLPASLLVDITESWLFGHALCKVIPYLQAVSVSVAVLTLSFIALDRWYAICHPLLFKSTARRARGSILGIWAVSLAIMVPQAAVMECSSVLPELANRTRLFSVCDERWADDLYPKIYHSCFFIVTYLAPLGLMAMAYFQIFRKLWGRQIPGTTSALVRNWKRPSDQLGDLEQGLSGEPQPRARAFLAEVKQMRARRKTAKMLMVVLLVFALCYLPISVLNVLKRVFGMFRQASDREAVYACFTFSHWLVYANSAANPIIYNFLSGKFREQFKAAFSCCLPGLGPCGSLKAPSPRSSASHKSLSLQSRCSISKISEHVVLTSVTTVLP
OX1R antag-2: blocks the human orexin 1 receptor; AID 485270; inhibition, % at 6.6 µM; OX1R-expressing cells, FRET antagonist read-out; 1.8% of 330,000 active; O43613; in the data active = inhibition mostly above about 38%, no sharp cut-off; inactive = mostly below about 40%;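 also: 0% = agonist challenge alone and 100% = reference antagonist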
Active calls of the source: *; / = no result given.

SMILES | STK33 inh | OX1R antag-1 | OX1R antag-2
Cn1c(/N=C/c2c[nH]c3ccccc23)nc2ccccc21 | 0.4 | -6 | 5
Cc1cc(Br)ccc1NC(=O)CN(C)C(=O)CSC(=S)N1CCCC1 | -1.7 | -13 | 10
O=c1cc(N2CCN(c3ccccc3Cl)CC2)[nH]c(=O)n1Cc1ccc(F)cc1 | -0.4 | -33 | 22
O=C(CCc1nnc(C2(c3ccc(Cl)cc3)CCC2)o1)NCCCn1cccn1 | -1.1 | -21 | 13
Cc1ccc(NC(=O)c2nsc(Cl)c2Cl)cc1 | 0.2 | -2 | 17
c1cncc(-c2cn(C[C@H]3CC[C@H](Cn4cc(-c5cccnc5)nn4)O3)nn2)c1 | / | -12 | 6
Cc1noc(C)c1NC(=O)N(C)C[C@@H]1Oc2c(NC(=O)NC(C)C)cccc2C(=O)N([C@@H](C)CO)C[C@@H]1C | -1.9 | 14 | 5
CC(=O)c1cnc2c(C(=O)O)cnn2c1C | 0.4 | -5 | 7
COc1ccc(-n2c(SCC(N)=O)nnc2-c2ccco2)cc1 | -2.6 | -11 | 7
C[C@H]1COC(=O)[C@@H](CC(=O)OC(C)(C)C)C/C=C\C[C@@H](CC(=O)N(CCO)Cc2ccccc2)C(=O)N1 | -1.0 | -9 | 3
CCOC(=O)c1ccc(NC(=O)NCCc2cnc[nH]2)cc1 | 1.1 | -6 | 17
Cc1ccc(S(=O)(=O)N(C)C)cc1NC(=O)CSc1nnnn1-c1ccc(O)cc1 | -0.9 | -19 | 15
C=CCOc1cccc(C2/C(=C(\O)c3ccc4c(c3)OCCO4)C(=O)C(=O)N2Cc2cccnc2)c1 (stereo not given) | -0.1 | 8 | -4
O=C(NC1CCCCC1)C(c1ccco1)N(C(=O)c1csnn1)C1CCCC1 (stereo not given) | -2.4 | -20 | 13
Cc1cccc(Nc2nc(-c3sc(C)nc3C)cs2)c1 | -0.4 | -13 | 6
CCOc1ccccc1NC(=S)N(CCC(C)C)C1CCN(C(C)=O)CC1 | -0.6 | -13 | 8
O=S(=O)(Nc1ccc(Cl)cn1)c1cccc(S(=O)(=O)c2ccccc2)c1 | 0.4 | -12 | 28
CCN(CC)C(=O)Nc1ccc(C(=O)OC)cc1 | -0.6 | -20 | -4
CC(C)COC(=O)C(C#N)c1nc2ccccc2nc1N1CCN(Cc2ccccc2)CC1 (stereo not given) | -1.1 | -44 | 17
CN(C)CCC(=O)N1c2ccccc2Sc2ccc(Cl)cc21 | -0.5 | -23 | 34
C=CCn1c(SCC(=O)N(CC)C2CCS(=O)(=O)C2)nc2cc(C(=O)O)ccc2c1=O (stereo not given) | -0.6 | 10 | 4
COc1cccc(-c2c(C(=O)N/N=C/c3ccc(C)s3)nnn2-c2nonc2N)c1 | -0.2 | -4 | 1
Cc1cccc(C=Nc2ccc3c(c2)oc2ccccc23)c1O | -1.8 | -5 | 25
COc1cccc(NC(=O)CCCn2c(=S)[nH]c3ccccc3c2=O)c1 | -1.4 | -23 | 12
Cc1ccc(Oc2ncccc2NC(=O)CCCC(=O)O)c2c1CCC2 | -0.9 | -16 | 1

Further entries follow:
SMILES | STK33 inh | OX1R antag-1 | OX1R antag-2
O=[N+]([O-])c1ccccc1CNC1CCCc2ccccc21 (stereo not given) | -1.6 | -8 | 15
COc1ccc(N2CCN(C(=O)CN(Cc3ccccc3)S(C)(=O)=O)CC2)cc1 | 0.6 | -5 | 8
O=C(CN1CCOCC1)NCCC12CC3CC(CC(C3)C1)C2 | -0.9 | -20 | 7
Cc1ccc(S(=O)(=O)NC(C)C(=O)NCc2ccc(Cl)cc2)cc1 (stereo not given) | 0.6 | -27 | 5
CCC1=C(OC(=O)N(CC)CC)N2C(=O)OC(=NCC(=O)OC)[C@]2(C)[C@H]2C1=CC[C@H]1C(=O)NC(=O)[C@H]12 | -0.7 | -18 | 7
Cc1cc(NC(=O)CCC(=O)N(c2ccccc2)C(C(=O)NC2CCCC2)c2ccccc2)no1 (stereo not given) | -0.5 | -24 | 38
COc1cccc(CN(C(=O)c2ccccc2Cl)C2CCS(=O)(=O)C2)c1 (stereo not given) | 0.7 | -22 | 3
c1ccc2c(c1)CCCN2c1nc2ccccc2n2cnnc12 | -1.2 | -16 | 19
CC(=O)NC1=NN(C(C)=O)C(c2ccc(F)cc2)S1 (stereo not given) | -1.0 | -8 | 24
Cc1c(O)c(C)c2c(c1O)C(=O)C[C@@H](c1ccccc1)O2 | -0.6 | 1 | 5
O=C(NC1CC2CCC(C1)N2C(=O)NCc1ccccc1)NC12CC3CC(CC(C3)C1)C2 (stereo not given) | 0.2 | -12 | 4
S=c1nc2ccccc2c2nc(-c3ccccc3Cl)[nH]n12 | -1.1 | -6 | 57*
COc1cccc(COc2ccccc2C2Nc3ccc(Br)cc3C(=O)N2NC(=O)c2ccncc2)c1 (stereo not given) | -0.5 | -3 | 53
O=c1[nH]c(=O)c2ncc(-c3ccc(Cl)cc3)nc2[nH]1 | -1.1 | 0 | 11
CCCOC(=O)C(C)n1cnc2sc(C)c(C)c2c1=O (stereo not given) | -5.1 | -23 | 15
CC1CCCN(c2nc3ccsc3c(=O)s2)C1 (stereo not given) | -0.7 | -5 | 20
CC1CCCN(C(=O)COC(=O)c2n[nH]c3ccccc23)C1 (stereo not given) | -1.2 | -26 | 23
Cc1ccc2oc(C(=O)Nc3cc(C)on3)c(C)c2c1 | -1.4 | -23 | 13
OCCC1CN(Cc2cccn2-c2ccccn2)CCN1Cc1ccccc1 (stereo not given) | 0.5 | -25 | 11
O=C(c1ccoc1)N1CCC2(CC1)Oc1ccc(Cl)cc1C(=O)C21CC(c2ccc(Cl)cc2)=NO1 (stereo not given) | 12 | -18 | 6
O=C(Nc1ccc(N2CCN(c3ccccc3)CC2)c(F)c1)C1CC1 | -2.4 | -12 | -2
COc1ccccc1N1CCN(c2ccnc3cc(Cl)ccc23)CC1 | -0.4 | -8 | 4
Cc1c(NC(=O)C(C)OC(=O)c2cc(Cl)nc(Cl)c2)c(=O)n(-c2ccccc2)n1C (stereo not given) | 0.2 | -12 | 5
Cc1csc(NC(=O)c2nc3nccc(C)n3n2)n1 | -0.6 | -5 | 18
CCOC(=O)c1c(C)n(C)c2cc(-c3ccc(F)cc3)c(O)cc12 | -0.3 | 5 | 22

18 entries out of the list, sorted by SMILES length, lowest first.
SMILES | STK33 inh | OX1R antag-1 | OX1R antag-2
CC1CCCN(c2nc3ccsc3c(=O)s2)C1 (stereo not given) | -0.7 | -5 | 20
Cc1csc(NC(=O)c2nc3nccc(C)n3n2)n1 | -0.6 | -5 | 18
CCCOC(=O)C(C)n1cnc2sc(C)c(C)c2c1=O (stereo not given) | -5.1 | -23 | 15
Cc1ccc2oc(C(=O)Nc3cc(C)on3)c(C)c2c1 | -1.4 | -23 | 13
O=[N+]([O-])c1ccccc1CNC1CCCc2ccccc21 (stereo not given) | -1.6 | -8 | 15
S=c1nc2ccccc2c2nc(-c3ccccc3Cl)[nH]n12 | -1.1 | -6 | 57*
COc1ccccc1N1CCN(c2ccnc3cc(Cl)ccc23)CC1 | -0.4 | -8 | 4
OCCC1CN(Cc2cccn2-c2ccccn2)CCN1Cc1ccccc1 (stereo not given) | 0.5 | -25 | 11
O=c1[nH]c(=O)c2ncc(-c3ccc(Cl)cc3)nc2[nH]1 | -1.1 | 0 | 11
O=C(Nc1ccc(N2CCN(c3ccccc3)CC2)c(F)c1)C1CC1 | -2.4 | -12 | -2
Cc1c(O)c(C)c2c(c1O)C(=O)C[C@@H](c1ccccc1)O2 | -0.6 | 1 | 5
Cc1ccc(S(=O)(=O)NC(C)C(=O)NCc2ccc(Cl)cc2)cc1 (stereo not given) | 0.6 | -27 | 5
COc1cccc(CN(C(=O)c2ccccc2Cl)C2CCS(=O)(=O)C2)c1 (stereo not given) | 0.7 | -22 | 3
COc1ccc(N2CCN(C(=O)CN(Cc3ccccc3)S(C)(=O)=O)CC2)cc1 | 0.6 | -5 | 8
O=C(NC1CC2CCC(C1)N2C(=O)NCc1ccccc1)NC12CC3CC(CC(C3)C1)C2 (stereo not given) | 0.2 | -12 | 4
Cc1cc(NC(=O)CCC(=O)N(c2ccccc2)C(C(=O)NC2CCCC2)c2ccccc2)no1 (stereo not given) | -0.5 | -24 | 38
O=C(c1ccoc1)N1CCC2(CC1)Oc1ccc(Cl)cc1C(=O)C21CC(c2ccc(Cl)cc2)=NO1 (stereo not given) | 12 | -18 | 6
CCC1=C(OC(=O)N(CC)CC)N2C(=O)OC(=NCC(=O)OC)[C@]2(C)[C@H]2C1=CC[C@H]1C(=O)NC(=O)[C@H]12 | -0.7 | -18 | 7

Entries listed so far that bear a hit mark in OX1R antag-2.
SMILES | STK33 inh | OX1R antag-1 | OX1R antag-2
S=c1nc2ccccc2c2nc(-c3ccccc3Cl)[nH]n12 | -1.1 | -6 | 57*

Later entries.
SMILES | STK33 inh | OX1R antag-1 | OX1R antag-2
CC1CN(S(=O)(=O)c2ccc(C(=O)NCCCn3ccnc3)cc2)CC(C)O1 (stereo not given) | 1.6 | -19 | 24
COc1cc(OC)cc(C(=O)Nc2ccc(S(=O)(=O)N(C)C)cc2)c1 | 0.8 | -5 | 20
Cc1ccc(F)c(NC(=O)c2c(-c3ccccc3)noc2C)c1 | 0.4 | -32 | 10
O=C(NCc1cccc(C(F)(F)F)c1)c1ccc(=O)[nH]c1 | -1.5 | -19 | 1
Cc1cc(C(F)F)n2ncc(C(=O)N3CCCCC3)c2n1 | -1.4 | -19 | 49
Clc1cccc(CON/C=N/c2ncnc3sccc23)c1 | 0.5 | 2 | 82*
Cc1ccc2oc(=O)n(CCCOc3ccccc3C)c2c1 | 0.0 | -36 | 30
FCCCOc1ccc(CN2CCN(c3ccccc3F)CC2)cc1 | 0.3 | -18 | 11
O=C(/C=C/c1ccc(OCc2c(F)cccc2Cl)cc1)N1CCOCC1 | -1.4 | -25 | -9
CCOC(=O)c1ccc2c(c1)N(CC#N)C(=O)C(C)(C)O2 | -2.7 | -24 | 22
Cn1c(=O)c2cc(S(=O)(=O)N3CCN(c4cccc(C(F)(F)F)c4)CC3)ccc2n(C)c1=O | -2.0 | -12 | 18
COc1ccccc1NC(=O)N(c1c(N)n(Cc2ccccc2)c(=O)[nH]c1=O)C1CCCC1 | -1.8 | -4 | 25
CCOC(=O)c1ccccc1NC(=O)c1ccccc1SC | -1.3 | 53* | 7
COc1ccc(NC(=S)N(CCN(C)C)C(C)c2ccncc2)cc1Cl (stereo not given) | 0.1 | -22 | 18
O=C(CSc1nnc(COc2ccc(Br)cc2)o1)N1CCOCC1 | 2.7 | -7 | 25
CN(CC(=O)Nc1ccc(Cl)c(C(F)(F)F)c1)C(=O)Cc1n[nH]c(=O)c2ccccc12 | -2.9 | -6 | 13
COc1ccc(NC(=O)N(C)C[C@H]2Oc3c(NC(=O)Nc4ccc5c(c4)OCO5)cccc3C(=O)N([C@H](C)CO)C[C@@H]2C)cc1 | -0.5 | -10 | 8
Cc1cc(C)c(C)c(S(=O)(=O)Nc2ccccc2C(=O)O)c1C | -0.7 | -3 | 22
CC1Nc2ncnc(N3CCOCC3)c2N(Cc2ccccc2)C1=O (stereo not given) | 0.7 | -18 | 12
C=CCN1C(=O)C(Cc2ccc(OCC)cc2)S/C1=N\N=C\c1cccs1 (stereo not given) | -1.5 | -23 | 35
Cc1noc(C(F)(F)F)c1C(=O)NNC(=O)c1cccc(C(F)(F)F)c1 | 0.9 | -7 | 6
O=C(NCc1ccc2c(c1)OCO2)c1ccc(NS(=O)(=O)c2ccc3c(c2)OCCO3)cc1 | -1.4 | 6 | 10
O=C(NC1CCN(S(=O)(=O)c2ccccc2)CC1)c1ccc(F)cc1 | 0.2 | -25 | 6
Cc1ccc(NC(=O)CSCC(=O)Nc2ccccc2C(=O)N2CCCCC2)cc1 | -0.7 | -31 | 8
C[C@H]1COC(=O)[C@H](CC(=O)OC(C)(C)C)C/C=C\C[C@@H](CC(=O)N[C@@H](CO)Cc2ccccc2)C(=O)N1 | 0.3 | -18 | 6

(listing goes on)
SMILES | STK33 inh | OX1R antag-1 | OX1R antag-2
COc1ccc(C)cc1S(=O)(=O)N1CCc2ccccc2C1 | -0.9 | -23 | 32
COc1ccc(CC(=O)Nc2c3c(nn2C(C)(C)C)CS(=O)C3)cc1 (stereo not given) | 0.5 | -36 | 11
CCc1noc(C)c1C(=O)NC1CCCc2c1cnn2-c1ccc(C(C)(C)C)cc1 (stereo not given) | 1.3 | -25 | 13
C[C@H](CO)N1C[C@H](C)[C@@H](CN(C)C(=O)Nc2ccc(C(F)(F)F)cc2)Oc2c(NS(=O)(=O)c3ccccc3)cccc2C1=O | 0.1 | -14 | 9
CN1C(=O)N(C)C(c2ccccc2Cl)C2=C1CC(C)(C)CC2=O (stereo not given) | -0.6 | -10 | 10
COC(=O)c1ccccc1N/C=C/C(=O)c1ccc(Br)cc1 | -1.4 | -23 | 7
Cc1ccc(-c2nc(NCCN(C)C)c3ccccc3n2)cc1 | 0.6 | -19 | 11
CCOC(=O)C[C@H]1c2cc(F)ccc2S(=O)(=O)N1c1cccc(OC)c1 | 1.8 | -26 | 18
CCOc1nc(C)cc(C)c1S(=O)(=O)c1cccc(Cl)c1 | 1.3 | -29 | 21
CC(C)(Oc1ccc(Cl)cc1)C(=O)OCC(=O)Nc1ncc(Cl)cc1Cl | -1.6 | -17 | 6
C/C(CCc1ccc2c(c1)OCO2)=N\NC(=S)NC(C)C | 0.3 | -20 | 17
CCC(C)C(NC(=O)C1CCC(C)CC1)C(=O)Nc1ccc(OC)cc1OC (stereo not given) | 0.5 | -34 | 22
Cc1ccc(NC(=O)CCn2cnc3ccccc3c2=O)cc1 | -0.5 | -35 | 17
COc1ccc(NC(=O)CN(C)S(=O)(=O)c2ccc3c(c2)CC(C)N3C(C)=O)c(OC)c1 (stereo not given) | -1.3 | -25 | 3
CC(C)(C)n1nnnc1C(c1cccnc1)N(Cc1ccccc1)Cc1ccco1 (stereo not given) | -0.3 | -6 | 36
Cc1cccc(C)c1OCC(=O)Nc1ccccc1C(F)(F)F | 0.3 | -21 | 6

Source: PubChem
